Calpain2 inh: inhibitors of pig calpain II, primary screen, biochemical, fluorogenic peptide substrate, 1536-well; purified calpain II, 30 min; AID 1236, 2008; inhibition, % at 16 µM; 220,000 compounds, 0.37% hits;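 active = inhibition above about 50%, limit read from the data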
FXIIa inh 1536: human FXIIa protease inhibitors, primary screen, biochemical, 1536-well; purified FXIIa, Boc-QGR-AMC fluorogenic substrate, 2 h; 220,000 compounds, 0.3% hits; inhibition, % at 5 µM; in the data active = inhibition above about 40%;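 also: 0% = enzyme with no compound and 100% = blank without enzyme; many of its hits are not listed in these tables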
Furin inh: human furin inhibitors, primary screen, biochemical, fluorescence intensity; inhibition, % at 30 µM; 220,000 compounds, 0.061% hits; AID 463115, 2010; P09958; purified furin, fluorogenic substrate cleavage; in the data active = inhibition above about 25%; also: inactives centre near -15
Target sequence (P09958 108-714 limits assumed): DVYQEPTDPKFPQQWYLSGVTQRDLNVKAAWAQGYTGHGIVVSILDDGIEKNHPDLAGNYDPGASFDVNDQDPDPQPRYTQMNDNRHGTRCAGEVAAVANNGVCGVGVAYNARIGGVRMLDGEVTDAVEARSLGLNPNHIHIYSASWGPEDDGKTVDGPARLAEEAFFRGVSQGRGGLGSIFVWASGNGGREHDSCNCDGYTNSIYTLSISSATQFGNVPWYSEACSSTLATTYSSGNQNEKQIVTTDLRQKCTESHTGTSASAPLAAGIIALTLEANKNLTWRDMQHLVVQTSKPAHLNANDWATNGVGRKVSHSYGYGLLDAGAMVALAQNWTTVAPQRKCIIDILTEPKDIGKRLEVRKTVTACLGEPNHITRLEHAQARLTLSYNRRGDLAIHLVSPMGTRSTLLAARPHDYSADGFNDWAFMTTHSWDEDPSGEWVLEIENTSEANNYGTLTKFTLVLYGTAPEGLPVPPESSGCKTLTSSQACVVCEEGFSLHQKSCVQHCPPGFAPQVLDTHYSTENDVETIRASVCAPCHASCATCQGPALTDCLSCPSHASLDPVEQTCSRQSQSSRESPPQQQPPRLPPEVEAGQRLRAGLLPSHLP
thrombin 1536: human alpha-thrombin inhibitors, primary screen, counter-screen for coagulation protease inhibitor project, biochemical, 1536-well, fluorogenic AMC substrate; Prothrombin (Homo sapiens), P00734; Boc-VPR-AMC fluorogenic substrate cleavage; inhibition, % at 5 µM; 220,000 compounds, 0.26% hits;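 active = inhibition at or above 40%; inactive = inhibition below 40%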;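 also: 0% = enzyme with no compound and 100% = wells without enzyme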
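Test system: human alpha-thrombin protein / Dosing: one concentration per compound, 5 µM, with 0.2% DMSO / Medium: pH 7.5 Tris-saline with Tween 20 / Benchmarks: no-compound enzyme wells and no-enzyme blanks / Read-out basis: percent inhibition of thrombin substrate cleavage / Timing: reaction at room temperature / Measured by: fluorescence, ex 355 nm, em 460 nm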
PERK inh: block of dimerizer-induced PERK translation repression, primary screen, PERK inhibitor project, CHO PERK-DD cells, SEAP luminescence, HTS | CHO PERK-DD fusion, SEAP luminescence translation reporter | inhibition, % at 5.6 µM | AID 1416, 2008 | Eukaryotic translation initiation factor 2-alpha kinase 3 (Homo sapiens), Q9NZJ5 | 220,000 compounds, 0.17% hits;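 active = inhibition above the mean inhibition of all tested compounds plus 3 SD, set separately per screening campaign, cut at about 2.9% in these data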;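 also: PERK kinase domain activated by AP20187 dimerizer at 100 nM; 0% = DMSO with dimerizer and 100% = rapamycin at 8.4 µM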
Rad51 HR inh: human RAD51 strand exchange inhibitors, primary screen, biochemical, fluorescence | hRad51 DNA strand exchange, fluorescence dequenching | 200,000 compounds, 0.085% hits | inhibition, % at 10 µM | DNA repair protein RAD51 homolog 1 (Homo sapiens), Q06609 | AID 1385, 2008;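 active = inhibition above 40% at the single screening dose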;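 also: 0% = DMSO control wells and 100% = blanks with heterologous ssDNA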
Target sequence (Q06609 whole entry, looked up): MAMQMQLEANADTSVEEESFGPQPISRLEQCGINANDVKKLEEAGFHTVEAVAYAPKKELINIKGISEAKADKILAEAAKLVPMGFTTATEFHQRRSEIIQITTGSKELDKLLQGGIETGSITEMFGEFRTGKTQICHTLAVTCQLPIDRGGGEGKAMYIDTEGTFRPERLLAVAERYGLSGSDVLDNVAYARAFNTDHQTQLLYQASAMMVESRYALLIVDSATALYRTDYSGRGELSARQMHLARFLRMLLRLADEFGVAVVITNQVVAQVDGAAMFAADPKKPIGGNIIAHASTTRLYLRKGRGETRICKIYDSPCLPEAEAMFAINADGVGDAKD
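material = hRad51 filaments on single-stranded DNA | reagent = Donor/quencher-labelled 47-bp dsDNA substrate | compound = 10 µM final, single point | schedule = strand-exchange reaction 15 min at room temperature | measured by = fluorescein emission 520 nm, excitation 485 nm | read-out basis = % inhibition versus plate control and blank means | benchmarks = plate controls and plate blanks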
KLK5 inh: human KLK5 protease inhibitors, primary screen, biochemical, 1536-well; Kallikrein-5 (Homo sapiens), Q9Y337; recombinant hK5, fluorogenic AMC substrate cleavage; inhibition, % at 5 µM; 210,000 compounds, 0.59% hits; AID 873, 2007;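 active = inhibition of 40% or more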;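 also: 0% = enzyme controls without compound and 100% = no-enzyme blanks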
Cl transport mod: KCC2 cotransporter modulators, thallium flux, primary screen, cell-based, HEK293 KCC2, FluoZin-2 fluorescence, MLSMR. 190,000 compounds, 2.2% hits. B-score of Tl+ flux slope (higher = more flux/activation; lower = inhibition) at 10 µM. Solute carrier family 12 member 5 (Homo sapiens), Q9H2X9. KCC2 cells, thallium flux FluoZin-2 fluorescence;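 active = thallium flux slope and its plate-corrected score both differing from the plate sample mean at a set confidence after two filtering rounds, in either direction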;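 also: slope of fluorescence scaled to starting intensity during 10 to 20 s after thallium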
FXIa inh 1536: human FXIa protease inhibitors, primary screen, biochemical, 1536-well; Coagulation factor XI (Homo sapiens), P03951; 220,000 compounds, 0.14% hits; purified FXIa, Boc-Glu-Ala-Arg-AMC fluorogenic substrate; inhibition, % at 5 µM;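 active = inhibition of at least 40%; inactive = inhibition below 40%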;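 also: fluorescence of freed AMC excited at 355 nm; 0% = enzyme without compound and 100% = no enzyme blank; many of its hits are not listed in these tables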
* = called active by the depositor; nt = not tested or not shown; [ ] = another dose, or the depositor's remark. Not all compounds are listed; count on the stated rates, not on these rows.

structure	Calpain2 inh	FXIIa inh 1536	Furin inh	thrombin 1536	PERK inh	Rad51 HR inh	KLK5 inh	Cl transport mod	FXIa inh 1536
CSc1cccc(NC(=O)Cc2ccccc2[N+](=O)[O-])c1	25	13	-22	-2	1.6	2	-3	0.17	-3
COc1ccc(N(C)S(=O)(=O)c2c(C)noc2C)c(OC)c1	-33	9	-22	5	0.3	-2	1	-2.3	-1
CC(C)c1cc(NC(=O)CSc2nnc(-c3ccccc3F)n2C)on1	12	12	-12	-2	0.4	-7	7	0.63	5
C/C(=N\NC(=O)CN(c1ccccc1Br)S(C)(=O)=O)c1ccc2c(c1)OCCO2	-3	6	-12	-4	0.1	-3	-21	0.1	-4
COC(=O)c1ccc(CN2C(=O)NC(CC(C)C)C2=O)cc1 (stereo not drawn)	19	8	-12	-6	1.4	18	-4	0.65	0
CCN(CC)CCCNC(=O)CNC(=S)N(CCCN1CCOCC1)Cc1cccs1	33	0	-11	-4	0.5	-1	-2	0.48	-3
CC(C)(C)[C@]1(O)CCN2C[C@H]3c4ccccc4CCc4cccc(c43)[C@@H]2C1	12	11	-17	3	-1.6	-3	-8	0.21	10
O=C(O)C1Cc2ccccc2CN1C(=O)COc1ccc(Br)cc1 (stereo not drawn)	-28	-2	-24	3	2.3	15	-18	0.45	-9
O=c1cc(CO)oc(CN2CCN(c3ccccc3F)CC2)c1O	-6	12	-24	3	1.4	nt	-39	0.8	5
COc1ccc(Nc2ccnc3ccccc23)cc1	-6	13	-9	3	-0.4	1	1	-0.51	4
COC(=O)c1ccc(C2C(C(=O)Nc3ccc(C)cc3C)=C(C)Nc3ncnn32)cc1 (stereo not drawn)	-21	7	-12	-5	nt	5	0	0.41	-1
COC(=O)c1cccc(S(=O)(=O)N2CCC(NC(=O)NC34CC5CC(CC(C5)C3)C4)CC2)c1	18	12	-31	1	0.5	nt	9	-0.79	-4
CC(=O)c1cccc(NC(=O)Nc2cccs2)c1	-31	14	-29	-8	0.6	1	-5	0.019	1
COc1ccc(C(=O)Nc2cccc(S(C)(=O)=O)c2)cc1OC	27	22	-7	11	-0.2	-10	43*	-0.031	28
N#CCC(CNc1ncc(C(F)(F)F)cc1Cl)OC(=O)c1c(F)cccc1F (stereo not drawn)	nt	nt	-11[20 µM]	nt	0.6	8	nt	-0.27	nt
CCCC(=O)NC1C2CC3CC(C2)CC1C3 (stereo not drawn)	-3	15	-27[20 µM]	-4	-0.6	-5	0	0.21	6
Cc1ccc(C(=O)NC(=S)Nc2ccc(S(=O)(=O)N3CCN(C)CC3)cc2)cc1	25	29	-18[20 µM]	7	-0.5	nt	2	-0.057	18
O=c1c(-c2nnc(SCc3ccc(Cl)cc3)o2)cccn1Cc1ccccc1	-367	-23	-67[20 µM]	-5	0.6	3	-10	-2.2	-12
O=C(Nc1ccc2c(c1)OC1(CCCC1)O2)C1CC1	16	6	-6	-1	-1.0	-5	5	-1.7	-4
CCOc1ccc2[nH]c(=O)c(CN(Cc3cccs3)C(CC)c3nnnn3C(C)(C)CC)cc2c1 (stereo not drawn)	-46	14	-11	1	0.7	6	8	-0.32	12
CC(=O)c1ccc(NC(=O)COC(=O)c2c3c(nc4ccccc24)/C(=C\c2cccs2)CCC3)cc1	-26	5	-3	-8	-0.8	4	-16	0.31	3
CCOC(=O)N1CCC(NC(=O)CCc2cn(C)c3ccccc23)CC1	-6	12	-28	-2	0.6	-5	0	nt	11
O=C(c1c(F)cccc1F)N(Cc1cccs1)C1CCCC1	6	10	-17	-8	0.3	3	3	-0.51	0
CCOCCCNC(=O)c1ccc(Br)cc1	14	18	-15[20 µM]	1	1.4	1	-6	-0.058	7

Five entries drawn at random from those above:
structure	Calpain2 inh	FXIIa inh 1536	Furin inh	thrombin 1536	PERK inh	Rad51 HR inh	KLK5 inh	Cl transport mod	FXIa inh 1536
CCOC(=O)N1CCC(NC(=O)CCc2cn(C)c3ccccc23)CC1	-6	12	-28	-2	0.6	-5	0	nt	11
O=C(O)C1Cc2ccccc2CN1C(=O)COc1ccc(Br)cc1 (stereo not drawn)	-28	-2	-24	3	2.3	15	-18	0.45	-9
CC(=O)c1cccc(NC(=O)Nc2cccs2)c1	-31	14	-29	-8	0.6	1	-5	0.019	1
CCN(CC)CCCNC(=O)CNC(=S)N(CCCN1CCOCC1)Cc1cccs1	33	0	-11	-4	0.5	-1	-2	0.48	-3
CC(C)(C)[C@]1(O)CCN2C[C@H]3c4ccccc4CCc4cccc(c43)[C@@H]2C1	12	11	-17	3	-1.6	-3	-8	0.21	10

Laid out differently: results already given
CSc1cccc(NC(=O)Cc2ccccc2[N+](=O)[O-])c1
  Calpain2 inh: 25; FXIIa inh 1536: 13; Furin inh: -22; thrombin 1536: -2; PERK inh: 1.6; Rad51 HR inh: 2; KLK5 inh: -3; Cl transport mod: 0.17; FXIa inh 1536: -3

COc1ccc(N(C)S(=O)(=O)c2c(C)noc2C)c(OC)c1
  Calpain2 inh: -33; FXIIa inh 1536: 9; Furin inh: -22; thrombin 1536: 5; PERK inh: 0.3; Rad51 HR inh: -2; KLK5 inh: 1; Cl transport mod: -2.3; FXIa inh 1536: -1

(list continues)
structure	Calpain2 inh	FXIIa inh 1536	Furin inh	thrombin 1536	PERK inh	Rad51 HR inh	KLK5 inh	Cl transport mod	FXIa inh 1536
O=[N+]([O-])c1ccc(Sc2nnnn2-c2ccccc2)nc1	9	14	-26	4	1.1	nt	1	-0.64	4
O=S(=O)(c1ccc(NCC2CCCCC2)nc1)N1CCOCC1	-47	20	-23	-1	-1.1	-3	-6	nt	4
CCC(=O)c1ccc2ncccc2c1	-1	11	-5	-3	0.9	0	-27	0.23	7
O=S(=O)(c1ccc(-n2cnnn2)cc1)N1CCC(N2CCCCC2)CC1	-11	13	-26	2	0.4	nt	nt	0.45	3
CCCCOc1ccc(CON(C(C)=O)C(C)=O)cc1Cl	4	5	2	0	2.2	25	1	0.18	1
O=C(CN1CCN(S(=O)(=O)c2ccc(Br)cc2)CC1)N/N=C/c1cccnc1	4	24	-24	0	0.4	-6	0	-1.2	25
CN(CC(=O)Nc1cccc(F)c1)CC(=O)Nc1ccc(Cl)cc1[N+](=O)[O-]	8	2	-9	-3	1.3	12	-22	0.053	-9
Cc1cc(C)c(NC(=O)C(=O)NCc2ccco2)c(C)c1	11	1	-17	-18	0.2	5	0	0.88	-3
Cc1cc(C)cc(-n2c(SCC(=O)NCc3ccc4c(c3)OCO4)nc3ccccc3c2=O)c1	10	3	-20	-3	1.1	-5	1	2.7	11
Cc1ccc(CNC(=O)CSc2nc3[nH]ncc3c(=O)[nH]2)cc1	27	3	10	-5	0.3	7	-11	1.5	-3
CCOC(=O)N1CCC(NC(=O)C2CCCN(S(=O)(=O)c3ccc4c(c3)oc(=O)n4C)C2)CC1 (stereo not drawn)	2	14	-14[20 µM]	2	-0.1	4	8	nt	-16
CCn1c(SCC(=O)N2CCN(c3ccccc3)CC2)nnc1-c1ccoc1C	13	8	-14	-3	-0.3	-1	-3	nt	0
COc1ccc(C(C)(C)C)cc1NC(=O)COC(=O)C(C)C	-8	10	-19	1	1.4	nt	2	0.28	0
Cc1cc(C)c(C(CC(=O)c2cccs2)C(C#N)C#N)c(C)c1 (stereo not drawn)	-24	16	5	-1	0.9	13	-13	-0.071	7
COc1cc(/C=C(\NC(C)=O)C(=O)NC(C)(C)C)ccc1OC(C)=O	-10	15	-14	-7	0.2	-15	-7	1.3	2
CCC(=O)NCC(c1ccco1)N1CCN(c2ccc(OC)cc2)CC1 (stereo not drawn)	-5	4	-17	-2	0.0	-2	-14	-0.14	-6
Cn1c(=O)c2c(nc(Oc3ccc4c(c3)OCO4)n2Cc2ccc(Cl)cc2)n(C)c1=O	-2	1	-9[20 µM]	1	0.4	3	-3	0.51	-2
c1ccc2c(c1)Cn1c-2nc2ccccc21	-10	14	-9[20 µM]	2	0.4	7	0	-0.14	6
COc1cc(CCC(=O)OCC(=O)Nc2c(C)cc(C)cc2C)cc(OC)c1OC	-5	3	-20	-4	1.1	5	-20	-0.14	3
COc1ccc2nc(N3C(=O)CC(Cc4cc(C)cc(C)c4)C3=O)sc2c1 (stereo not drawn)	28	31	-6	-3	-0.1	nt	14	-0.54	-9
COc1cccc(N(CC(=O)NC(C)(C)C)C(=O)C2CSC(=O)C2)c1 (stereo not drawn)	4	7	-14	-5	-1.7	0	-6	-1.5	-1
CCCCN1C(=O)c2ccc(C(=O)Nc3ccc(C)c(S(=O)(=O)N(C)C)c3)cc2C1=O	-23	4	-4	0	0.4	-11	-2	2	20
COc1ccccc1Nc1ncnc2ccc(C)cc12	-22	-1	1[20 µM]	24	-1.3	-6	-24	nt	-9
CCOc1nc(C)ccc1-c1noc(CC)n1	5	17	-16[20 µM]	-3	1.2	-5	-3	-0.36	16
O=C(NCCSc1ccc(Cl)cc1)c1ccco1	9	0	-20[20 µM]	1	0.5	4	-16	-0.83	-2
N#CC1=C2SCCN2C(=O)C(C#N)C12CCCCC2 (stereo not drawn)	28	21	-19	5	1.0	0	-6	nt	7
C/C(=C\c1ccco1)C1C(C#N)=C(N)Oc2n[nH]c(-c3ccccc3)c21 (stereo not drawn)	-5	-5	-24	-6	-0.6	-4	-8	-0.51	-13
COc1ccc(-c2[nH]ncc2CN2CCCOc3c(cccc3OC)C2)c(OC)c1	13	15	-10	3	-0.2	nt	7	nt	5
COc1cccc(/C=C/C(=O)OCC(=O)NCc2ccco2)c1	-96	10	-36	3	1.1	9	-24	-0.52	6

Assay outcomes deposited in PubChem BioAssay by several laboratories.
